GPR151 ag: activators of human GPR151, primary screen, cell-based, PathHunter beta-arrestin, luminescence; activation, % at 11.2 µM; AID 1508602, 2020; G-protein coupled receptor 151 (Homo sapiens), Q8TDV0; PathHunter beta-arrestin GPR151 cells; 650,000 tested, 1% active; in the data active = activation above about 4.9%;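 also: 0% = median of compound wells and 100% = cells with positive control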
Target sequence (Q8TDV0 whole entry, looked up): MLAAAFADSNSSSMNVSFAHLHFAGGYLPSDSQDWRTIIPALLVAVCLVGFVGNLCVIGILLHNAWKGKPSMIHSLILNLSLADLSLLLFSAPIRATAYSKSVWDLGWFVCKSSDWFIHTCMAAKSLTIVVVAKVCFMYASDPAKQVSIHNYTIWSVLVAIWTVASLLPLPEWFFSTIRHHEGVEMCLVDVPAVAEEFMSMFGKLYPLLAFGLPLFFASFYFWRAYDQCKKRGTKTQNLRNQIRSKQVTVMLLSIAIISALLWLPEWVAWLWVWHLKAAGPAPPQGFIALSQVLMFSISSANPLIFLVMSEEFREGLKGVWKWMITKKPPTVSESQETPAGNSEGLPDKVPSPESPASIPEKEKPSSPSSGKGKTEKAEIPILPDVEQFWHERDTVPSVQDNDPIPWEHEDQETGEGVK
MITF primary: MITF inhibitors, primary screen, biochemical, AlphaScreen, human. AID 1259374, 2018. inhibition, % at 2.6 µM. AlphaScreen MITF homodimerization, bead proximity signal. 650,000 tested, 0.91% active; in the data active = inhibition above about 50%;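 also: 0% = vehicle wells with protein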
Target sequence (O75030 whole entry, looked up): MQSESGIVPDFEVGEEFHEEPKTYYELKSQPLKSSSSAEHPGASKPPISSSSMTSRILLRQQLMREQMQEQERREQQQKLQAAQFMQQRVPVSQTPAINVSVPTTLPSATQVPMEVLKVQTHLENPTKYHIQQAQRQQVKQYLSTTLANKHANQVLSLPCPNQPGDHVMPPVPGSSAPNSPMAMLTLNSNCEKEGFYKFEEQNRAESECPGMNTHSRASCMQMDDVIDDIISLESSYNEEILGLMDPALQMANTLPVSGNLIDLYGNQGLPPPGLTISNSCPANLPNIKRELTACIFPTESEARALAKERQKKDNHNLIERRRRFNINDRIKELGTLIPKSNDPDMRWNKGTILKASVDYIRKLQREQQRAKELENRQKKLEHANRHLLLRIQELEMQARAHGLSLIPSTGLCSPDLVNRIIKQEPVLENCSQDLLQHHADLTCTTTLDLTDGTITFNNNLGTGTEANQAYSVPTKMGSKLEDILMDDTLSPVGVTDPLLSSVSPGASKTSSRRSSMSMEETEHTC
TEAD-YAP inh: TEAD-YAP interaction inhibition, primary screen, TEAD-YAP interaction inhibitor project, luminescence, HEK-TIYL cells | 640,000 tested, 1.4% active | AID 1259422, 2018 | inhibition, % at 9.12 µM | TEAD-Gal4/YAP UAS-luciferase luminescence; in the data active = inhibition above about 32%;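 also: 0% = median of test compound wells and 100% = reference inhibitor wells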
FBW7 act: FBW7 E3 ligase activators, primary screen, biochemical, AlphaScreen, human | AlphaScreen FBW7–phospho-cyclin E peptide binding, activator screen | normalized activity (activation), % at 26.1 µM | 650,000 tested, 0.13% active | AID 1259310, 2017; in the data active = normalized activity above about 1.9%;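 also: purified mutant Fbw7 with reduced substrate affinity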
Starred values were filed as active, the others as inactive; & = joins results of further samples.

SMILES	GPR151 ag	MITF primary	TEAD-YAP inh	FBW7 act
CCC(Sc1nc2cc(C(=O)NCCc3ccc(OC)c(OC)c3)ccc2c2nc3ccccc3n12)C(=O)NCCCOC (stereo not drawn)	-0.1	3	21	0.0
COCc1ccc(CN2CCc3nnc(C(NS(C)(=O)=O)C(C)C)n3CC2)o1 (stereo not drawn)	-0.1	5	-7	0.0
Cc1ccc(NC(=O)c2ccccc2NC(=O)c2ccc(S(=O)(=O)N3CCCCC3)cc2)c(C(=O)c2ccccc2)c1	0.2	11	4	0.2
COc1ccc(CC(=O)NC2C3CC4CC(C3)CC2C4)cc1 (stereo not drawn)	0.0	12	-8	0.4
Cc1ccc(C(=O)N/C(=C/c2ccc([N+](=O)[O-])cc2)C(=O)NCc2ccco2)cc1	0.1	-11	-2	0.0
CC(=O)Nc1cccc(-c2cnc3ccc(NC4CCOCC4)nn23)c1	4.9*	-8	8	-0.1
COc1ccc(-c2ncnn2-c2cccc(Cl)c2)cc1OC	1.9	2	-7	0.1
COc1ccc(-n2c(COc3ccc(C)cc3)nnc2SCC(=O)O)cc1	-0.7	-3	-5	0.5
O=C(COC(=O)C1CCC(=O)N1)Nc1ccc2c(c1)OCO2 (stereo not drawn)	2.4	-18	-4	-0.1
CN(c1ccccc1)S(=O)(=O)c1ccc(/C(O)=C(\C#N)c2nc3ccccc3n2C)cc1	-0.4	62*	1	-0.2
C/C(C=O)=C\c1cc([N+](=O)[O-])ccc1O	-0.1	9	8	-0.1
COc1cccc(OCC(=O)Nc2nc(CSCc3ccc(F)cc3)cs2)c1	0.2	3	6	0.9
CN1CCN(C(=O)c2ccc(-c3ccc(Cl)cc3)nc2N2CCOCC2)CC1	1.2	12	-5	0.0
CC(C)NC(=O)CN1C(=O)C(C)Oc2ccccc21 (stereo not drawn)	1.9	4	8	-0.2
O=C(NCc1ccccc1)c1nn2c(C(F)(F)F)cc(-c3ccc(Br)o3)nc2c1Br	-0.3	-5	0	-0.1
COc1ccc(-n2nc(C(=O)Nc3cc(OC)c(OC)c(OC)c3)c3ccccc3c2=O)c(OC)c1	0.0	-10	2	0.1
O=C1CCC(CCNCCOc2ccccc2)N1CCc1c[nH]c2ccccc12 (stereo not drawn)	-0.8	-3	-14	-0.1
O=C(Nn1c(-c2ccc(Cl)cc2)nc2ccccc2c1=O)c1ccccc1Cl	1.4	-5	-18	0.3
CCc1nnc(NC(=O)CCN2C(=O)CCC2=O)s1	-0.3	-5	7	-0.1
CCc1cccc(C)c1NC(=O)CSCC(=O)Nc1ccccc1	-1.2	-7	-1	0.1
CC1(C)C(C)(C)C1(C#Cc1ccccc1)C(=O)O	0.0	-9	0	0.0
CCn1ccnc1CN(C)c1nc2nonc2nc1N1CCCCCC1	-0.6	22	2	0.5
O=c1[nH]ncc2c3ccccc3n(Cc3ccccc3)c12	-0.3	-1	-14	-0.1
CCCOC(=O)CSC1=C(C#N)C(c2ccc(CC)cc2)CC(=O)N1 (stereo not drawn)	-0.1	-8	-7	0.1
O=C1OC(c2ccccc2F)=N/C1=C\c1ccccc1	0.1	6	0	0.0
CC(C)(C)NC(=O)C(c1ccccn1)N(C(=O)c1csnn1)c1ccccc1Cl (stereo not drawn)	-0.6	12	12	0.6
CN1CCN(C(=O)c2ccc(SCc3ccccc3Cl)c([N+](=O)[O-])c2)CC1	-0.5	11	17	0.0
O=C(Cc1c[nH]c2ccccc12)NC1(C(=O)NC2CCCC2)CCCCC1	0.8	2	6	-0.2
O=C(O)C1CCCN(C2CCN(CCc3ccccc3)CC2)C1 (stereo not drawn)	1.2	-3	-13	-0.1
CC(C)n1cnc2c(NCc3ccccc3)nc(N3CCOCC3)nc21	1.3	8	-7	-0.1
CCOc1cc(C(=O)Nc2ccc(C(C)=O)cc2)cc(OCC)c1OCC	-0.5	-2	-48	0.3
Cc1ccc(C(=O)ONC(=Nc2cc(C)ccc2C)c2nonc2N)cc1	-0.6	6	8	0.0
CCCCOc1ccc(C(=O)Nc2cccc(NC(=O)c3ccc(OCCCC)cc3)n2)cc1	-0.4	12	8	0.0
COc1ccc(C(C)=O)cc1CSc1nc2ccccc2c(=O)n1C1CCCC1	-1.6	14	7	0.1
CCN(CC)CCn1c(-c2ccccc2)csc1=Nc1ccccc1	0.7	27	10	-0.4
Cc1[nH]n(-c2ccccc2)c(=O)c1C=Nc1ccccc1	1.0&-0.2	-1&-15	2&-5	0.0&0.0
O=C(O)CCC(=O)N1N=C(c2cccs2)CC1c1ccccc1Cl (stereo not drawn)	1.1	-7	-4	-0.1
C/C(=N\Nc1n[nH]c(=O)[nH]c1=O)c1ccc(-c2ccccc2)cc1	-1.4	17	-10	-0.3
OC1(c2cccs2)CN(c2ccccc2)C2=[N+]1CCCCC2 (stereo not drawn)	0.8	-1	-2	-0.1
COc1ccccc1C1CN(CCNC(=O)CCc2ccncc2)Cc2ccccc2O1 (stereo not drawn)	-0.2	-8	-13	0.1
CCOC(=O)N1CCC(NC(=O)c2ccc(N3CC4CC(C3)c3cccc(=O)n3C4)c(NC(=O)c3cccs3)c2)CC1 (stereo not drawn)	0.9	5	1	-0.1
Cc1ccc(/C=C/C(=O)NCCCNC(=O)/C=C/c2ccc(C)cc2)cc1	0.0	-3	-14	0.1
O=C(Nn1cc(C(=O)Nc2cccc(Cl)c2)c2ccccc2c1=O)c1cnccn1	1.4	6	21	-0.4
O=C(COc1ccc(Cl)cc1)NNC(=O)c1ccc([N+](=O)[O-])cc1	-2.6	5	-3	-0.2
O=C(CC1CC2CCC1C2)NCc1ccccc1C(F)(F)F (stereo not drawn)	-1.5	24	-1	0.6
Cc1[nH]c(=O)c(C(=O)O)c(C)c1[N+](=O)[O-]	0.1	15	-3	0.6
O=C(Nc1ccon1)c1sc2cc(F)ccc2c1Cl	-2.2	10	-41	0.7
CNC(=O)CN(c1ccc(OC)cc1OC)S(=O)(=O)c1ccc(C)cc1	-1.0	0	4	-0.1
CC(C)Cc1ccc(S(=O)(=O)n2cccn2)cc1	0.4	-4	5	-0.1
C=CCSc1nc2c(c(=O)n(C)c(=O)n2C)n1Cc1ccc(Cl)cc1	-0.9	15	-12	0.2
Cc1cc(C(=O)NNC(=O)COc2ccccc2)n[nH]1	-0.9	-4	0	0.1
CN=C1S/C(=C/c2cc(Br)c(OC(C)=O)c(OC)c2)C(=O)N1C	-0.1	-2	4	-0.3
Cc1ccc(NC(=O)CSc2n[nH]c(N)n2)cc1C	-0.4	-3	-8	0.1
Cc1cc2nc3s/c(=C4\C(=O)N(CC(=O)O)c5ccccc54)c(=O)n3c2cc1C	0.1	18	15	0.0
c1cncc(CNc2nc(Nc3cccnc3)nc3c2ncn3-c2ccsc2)c1	-0.7	5	27	-0.1
COc1cccc(-c2nc(CS(=O)(=O)CC(=O)NC3CCCC3)c(C)o2)c1	0.3	16	7	-0.1
CN(CC(=O)Nc1ccc(OCc2ccccc2)cc1)S(=O)(=O)c1ccc(Cl)cc1	-1.0	18	6	1.4
O=C(c1cn(C2CCC(NC(=O)C34CC5CC(CC(C5)C3)C4)CC2)nn1)N1CCCC1 (stereo not drawn)	-0.2	2	-2	0.1
CC(=O)c1cccc(NC(=O)c2sc3cc(C)ccc3c2Cl)c1	0.0	12	-35	0.1
CC1(C)CC(=O)C2=C(C1)Nc1ncnn1C2c1cccc(Cl)c1 (stereo not drawn)	1.3	-12	-4	-0.1

(next part)
SMILES | GPR151 ag | MITF primary | TEAD-YAP inh | FBW7 act
Cc1ccccc1Nc1nc(N)nc(COC(=O)c2ccccc2NC(=O)c2ccco2)n1 | 2.3 | 11 | -41 | 0.4
CC1(NC(=O)Nc2cccc(Br)c2)CCS(=O)(=O)C1 (stereo not drawn) | 2.0 | 7 | -10 | -0.1
CCCCNC(=O)c1c[nH]c2ccc(S(=O)(=O)N3CCN(C)CC3)cc2c1=O | 0.4 | 2 | -6 | 0.0
Nc1ccc(C(=O)Nc2nc3ccc(C(=O)N4CCOCC4)cc3s2)cc1 | -1.3 | -2 | 8 | 0.0
COc1ccc(/C=N/NC(=O)c2cccc(O)c2)cc1Cn1nc(C)c([N+](=O)[O-])c1C | -0.4 | 6 | -2 | -0.2
O=C(Cc1ccccc1)c1ccc2c(c1)OCCOCCOCCO2 | -0.1 | 4 | -9 | 0.0
Cc1ccc(S(=O)(=O)NCC(=O)N2CCCC2)cc1 | -0.6 | 1 | 4 | -0.1
CN(C)S(=O)(=O)N1CCC(n2nc(C3CC3)ccc2=O)CC1 | 2.8 | -7 | -21 | 0.6
CCOC(=O)N1CCC(NC(=O)c2cc(S(=O)(=O)N3CCC4(CC3)OCCO4)ccc2F)CC1 | -0.6 | 2 | 16 | 0.0
C/C=N/NC(=O)c1cc(Br)ccc1O | -0.4 | 10 | -9 | 0.2
CCC(C)(C)n1nnnc1CN1CCC(c2nc3ccc(Cl)cc3[nH]2)CC1 | 0.6 | 20 | 35* | 0.3
CCOC(=O)c1sc(NC(=O)c2ccco2)nc1-c1ccccc1 | 0.8 | 18 | 17 | -0.1
Cc1sc2ncnc(SC(F)F)c2c1C | 2.5 | 14 | 2 | 0.1
CC(C)CN1CCNC(=O)C1CC(=O)NCC1(c2ccccc2)CCCCC1 (stereo not drawn) | -0.2 | 11 | 8 | -0.1
O=C(Cc1ccc(F)cc1)Nc1ccc(F)c(F)c1F | 0.8 | 9 | -8 | -0.1
Cc1noc(C)c1/C=C/C(=O)c1ccc(S(=O)(=O)N(C)C)cc1 | 0.4 | -17 | -7 | 0.0
NC1=NC(=O)/C(=C\c2ccc3ccccc3c2)S1 | -0.1 | 4 | -4 | 0.1
Nc1cccc(-c2cccc(C(=O)Nc3ccc(N4CCOCC4)cc3)c2)c1 | -0.7 | 2 | -5 | 1.5
COCCCNC(=O)CSc1c2c(nc3ccccc13)CCCC2 | -0.1 | -1 | -5 | -0.3
O=c1[nH]c2ccccc2c2oc(-c3ccccc3F)nc12 | 0.9 | 13 | -10 | 0.5
CC1=CC(C)(C)NC(=S)N1C(=O)NC(=O)c1ccccc1 | -0.3 | 17 | 4 | -0.2
COC(=O)[C@H](Cc1ccccc1)NC1CCN(c2ccc(C(=O)NC3CCCC3)cc2)CC1 | 0.6 | -4 | 1 | 0.0
CSCc1csc(NC(=O)Cc2cccc(C)c2)n1 | 2.4 | 12 | -4 | -0.1
COc1cc(OC)cc(C(=O)N2CCN(Cc3ccc(F)cc3)CC2)c1 | 0.6 | 51 | -5 | 0.0

Compound profiles, from the list above. Values in the order: GPR151 ag, MITF primary, TEAD-YAP inh, FBW7 act
Nc1cccc(-c2cccc(C(=O)Nc3ccc(N4CCOCC4)cc3)c2)c1 as listed: -0.7, 2, -5, 1.5
Cc1noc(C)c1/C=C/C(=O)c1ccc(S(=O)(=O)N(C)C)cc1 as listed: 0.4, -17, -7, 0.0

(cont.)
SMILES | GPR151 ag | MITF primary | TEAD-YAP inh | FBW7 act
Cc1cc(-n2c(C)nc3ncccc3c2=O)ccc1NC(=O)C1CCCC1 | 2.3 | 0 | 11 | 0.0
CCN(C(=O)Cc1ccc(C)cc1)C1CCCCC1 | -0.3 | 0 | -7 | 0.1
Clc1ccc2nnc(-c3c(Cl)cccc3Cl)n2n1 | 1.3 | 13 | 22 | 0.2
O=C1CCC(CCNCc2cccnc2)N1CCCc1ccccc1 (stereo not drawn) | 0.6 | 4 | 11 | 0.1
COc1ccc(C(=O)CSC2=N/C(=C/c3ccc(F)cc3)C(=O)N2c2ccccc2)cc1OC | 0.7 | -11 | -4 | 0.2
COc1ccc(-c2c(C)nn3c(NCCN(C)C)c4c(nc23)CCC4)cc1 | -1.4 | 18 | 6 | -0.1
O=C(NC1CC1)c1ccc(OCc2nc(-c3ccco3)cs2)cc1 | 0.8 | -5 | 12 | -0.1
CCOC(=O)c1c(NC(=O)c2ccc(S(=O)(=O)N3CCC(C)CC3)cc2)sc2c1CCN(C)C2 | -0.2 | -3 | -8 | -0.3
C=CCn1c(SCc2cc(=O)[nH][nH]2)nc2sc(C)c(C)c2c1=O | 0.4 | -1 | -5 | -0.7
COc1cc(-c2nc(C=Nc3ccc(Cl)cc3Cl)c(O)o2)cc(OC)c1OC | 0.6 | 4 | 2 | -0.1
CC(=O)c1cc(CN2CCC(Oc3cccc(C(=O)N4CCCC4)c3)CC2)cs1 | -1.1 | 9 | 10 | 0.4
COc1ccc(CN2C(=O)CN(C3CCCCCC3)C(=O)C2c2ccc(OC)cc2)cc1 (stereo not drawn) | 0.0 | -4 | -13 | 0.2
O=C1c2ccccc2C(=O)N1CCCc1nc2ccccc2c(=O)n1Cc1ccccc1 | -0.2 | 3 | -1 | 0.2

5 entries already listed, sorted by number of heavy atoms, descending:
SMILES | GPR151 ag | MITF primary | TEAD-YAP inh | FBW7 act
COc1ccc(C(=O)CSC2=N/C(=C/c3ccc(F)cc3)C(=O)N2c2ccccc2)cc1OC | 0.7 | -11 | -4 | 0.2
O=C1c2ccccc2C(=O)N1CCCc1nc2ccccc2c(=O)n1Cc1ccccc1 | -0.2 | 3 | -1 | 0.2
Cc1cc(-n2c(C)nc3ncccc3c2=O)ccc1NC(=O)C1CCCC1 | 2.3 | 0 | 11 | 0.0
O=C1CCC(CCNCc2cccnc2)N1CCCc1ccccc1 (stereo not drawn) | 0.6 | 4 | 11 | 0.1
CCN(C(=O)Cc1ccc(C)cc1)C1CCCCC1 | -0.3 | 0 | -7 | 0.1

From PubChem
